# Screening data deposited in PubChem by The Scripps Research Institute Molecular Screening Center.
# M1 ag parental: counter-screen for M1 agonists: effect in parental CHO-K1 cells; Fluo-8 calcium fluorescence; scaled to maximal ATP response, vehicle zero; activation, % at 3 µM; 360,000 tested, 0.48% active; in the data active means activation above about 15%;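 further: untransfected CHO-K1 host cells lacking M1 receptor as counterscreen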
# CHO-K1 Ca PAM: nonselective activator or artifact in parental CHO-K1 calcium assay; 360,000 tested, 0.02% active; activation, % at 3 µM; AID 602247; ATP EC20, Fluo-8 calcium fluorescence; 0% at ATP EC20, 100% at ATP max;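 active means activation above the run cutoff, the mean activation of all test compounds plus 3 SD, cut at about 40% in these data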;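 further: peak over basal fluorescence ratio in a 140 s read after ATP addition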
# V1R ag counter: V1a receptor agonism, counter-screen for OXTR agonists. P37288. CHO-V1R cells, Fluo-8 calcium fluorescence, agonist mode; 0% DMSO, 100% 3 nM vasopressin. activation, % at 3 µM. 320,000 tested, 0.25% active. AID 2797;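 active means activation above the mean activation of all tested compounds plus 3 SD, per screening run, cut at about 20% in these data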;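 further: signal is peak over basal fluorescence ratio across a 100 second FLIPR read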
# TAAR1 antagonist: antagonists of human TAAR1; CHO RD-HGA16 TAAR1, Fluo-8 calcium fluorescence, antagonist; 360,000 tested, 1.5% active; Q96RJ0; inhibition, % at 3 µM; AID 624466;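 active means inhibition above a per-plate cutoff, the mean inhibition of test compounds on that plate plus 3 SD, cut at about 49% in these data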;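 further: 0% = DMSO plus EC80 beta-PEA response and 100% = DMSO alone without agonist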
# Target sequence (Q96RJ0 whole entry, looked up): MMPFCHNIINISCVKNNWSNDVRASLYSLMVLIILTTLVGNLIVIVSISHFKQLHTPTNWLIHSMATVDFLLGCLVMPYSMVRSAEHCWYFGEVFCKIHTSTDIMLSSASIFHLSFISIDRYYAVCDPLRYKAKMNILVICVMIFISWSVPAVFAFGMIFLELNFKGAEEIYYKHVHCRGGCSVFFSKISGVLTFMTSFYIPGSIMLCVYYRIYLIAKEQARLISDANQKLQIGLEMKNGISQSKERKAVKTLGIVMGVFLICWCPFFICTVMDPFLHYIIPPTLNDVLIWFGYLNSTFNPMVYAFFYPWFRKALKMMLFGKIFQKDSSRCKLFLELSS
#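 test system = CHO RD-HGA16 cells bearing hTAAR1 | replication = singlicate | controls = DMSO-only wells and EC80 β-PEA-stimulated wells | reagent = EC80 β-phenethylamine stimulus | read-out basis = percent inhibition of PEA-evoked calcium signal, max/basal emission ratio | schedule = seeding 17-24 h prior, 75-min 37 °C, 30-min RT dye loading | signal = kinetic Fluo-8 calcium fluorescence measurement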
# CHO parental Ca: signal in parental CHO cells, OX1R antagonist counter-screen; 330,000 tested, 0.63% active; AID 463079; inhibition, % at 5.6 µM; parental CHO-K1, ATP-induced calcium, Fluo-8 fluorescence;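 active means inhibition above that plate's mean sample inhibition plus 3 SD, cut at about 26% in these data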;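 further: 0% = ATP-challenged DMSO wells and 100% = DMSO wells without ATP; some compounds past the cut are filed as inactive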
#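 Assay system – parental CHO cells · Reagent – ATP stimulus · Detection – intracellular calcium via Fluo-8 no-wash fluorescent dye · Evaluation – percent inhibition of ATP-evoked calcium rise, normalized to controls · Controls – ATP wells versus no-ATP DMSO wells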
# OXTR potentiator: potentiators of human oxytocin receptor; P30559; CHO-OTR cells, Fluo-8 calcium fluorescence, potentiator mode; 0% = oxytocin EC15, 100% = EC100; activation, % at 3 µM; 320,000 tested, 0.061% active; AID 2445;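 active means activation above that plate's cutoff, the mean activation of tested compounds plus 3 SD, cut at about 6.6% in these data, passing the limit was not always enough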;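 further: 100% uses oxytocin at 75 nM as the full agonist control; some results filed as inactive read as strong as hits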
# Target sequence (P30559 whole entry, looked up): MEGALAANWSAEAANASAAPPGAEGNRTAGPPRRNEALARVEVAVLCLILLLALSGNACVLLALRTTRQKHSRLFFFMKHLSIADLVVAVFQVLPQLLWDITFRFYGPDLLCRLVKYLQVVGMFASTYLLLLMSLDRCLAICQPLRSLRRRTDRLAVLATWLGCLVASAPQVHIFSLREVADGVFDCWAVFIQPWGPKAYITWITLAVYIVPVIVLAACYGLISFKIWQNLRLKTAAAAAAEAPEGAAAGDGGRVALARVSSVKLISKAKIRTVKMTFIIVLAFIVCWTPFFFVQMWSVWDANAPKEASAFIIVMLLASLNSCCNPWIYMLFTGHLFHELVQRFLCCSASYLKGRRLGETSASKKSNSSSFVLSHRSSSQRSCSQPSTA
#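 Material: human OTR in CHO cells. Compound: 3.0 µM, one dose. Timing: compound 6 min at room temperature before oxytocin, 100 s read. Evaluation: % activation of max/min ratio relative to oxytocin controls. Replication: single well per compound, singlicate. Signal: Fluo-8 calcium dye fluorescence.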
# TAAR1 ag: agonists of human TAAR1; activation, % at 3 µM; CHO RD-HGA16 TAAR1, Fluo-8 calcium fluorescence; vehicle wells 0%, saturating PEA agonist 100%; Q96RJ0; 360,000 tested, 0.99% active;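 active means activation above the mean activation of all test compounds in the run plus 3 SD, cut at about 38% in these data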
#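 Test system: RD-HGA16 (CHO) cells co-expressing Gα16 and hTAAR1 / Benchmarks: DMSO vehicle as 0%, PEA at EC100 as 100% / Repeats: no replicates (n 1) / Measure: % activation from peak over basal fluorescence ratio, DMSO-to-PEA scaled / Timing: 17-24 h plating, Fluo-8 75 min 37 °C, 30 min RT / Technique: kinetic Fluo-8 calcium fluorescence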
# CHRM1 agonist: human M1 muscarinic receptor agonism | P11229 | CHO-K1 hM1, Fluo-8 calcium fluorescence, agonist mode; 0% DMSO, 100% acetylcholine EC100 | activation, % at 3 µM | 360,000 tested, 0.33% active;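 active means activation above the run's mean compound activation plus 3 SD, cut at about 16% in these data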;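 further: peak over basal fluorescence ratio within a 140 s kinetic read after compound addition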
# CHO-K1 Ca antag: counter-screen for M1 antagonists: effect in parental CHO-K1 cells. ATP-induced calcium, Fluo-8 fluorescence. inhibition, % at 3 µM. AID 602250. 360,000 tested, 0.6% active;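 active means inhibition above a per-plate cutoff, the plate's mean sample inhibition plus 3 SD, cut at about 24% in these data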;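 further: 0% = DMSO plus EC80 ATP and 100% = DMSO alone without ATP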
# Starred values were filed as active, the others as inactive; x = not tested or not shown; & = joins results of further samples.
SMILES,M1 ag parental,CHO-K1 Ca PAM,V1R ag counter,TAAR1 antagonist,CHO parental Ca,OXTR potentiator,TAAR1 ag,CHRM1 agonist,CHO-K1 Ca antag
Cc1c(N=Cc2c(O)n(C)c(=O)c3ccccc23)c(=O)n(-c2ccccc2)n1C,0.4,-6,0.3,x,-10,-8,x,-5,10
COc1ccc2nc(NC(=O)CN3C(=O)NC4(CCCCC4)C3=O)sc2c1,1.6,13,0.8,-12,-6,-3,1,3,1
O=C(Nc1ccc(N2CCCC2)cc1)c1ccc(Cl)cc1Cl,-0.1,1,1.4,-12,-10,-11,-2,-6,-3
C/C(CC(=O)Nc1ccccn1)=N\NC(=O)c1ccccc1O,0.2,-3,0.6,1,-16,-11,3,1,7
COc1ccc(C(=O)NC(Nc2ccccc2)C(Cl)(Cl)Cl)cc1 (stereo unspecified),2.6,9,9.0,8,1,-15,9,-2,1
CCOc1ccc(C(=O)NC(=S)NCc2cccnc2)cc1[N+](=O)[O-],1.6,-1,1.5,-15,-17,-6,1,-5,-3
Cc1c(C#N)c2ccccc2n1CC(=O)N1CCCc2ccccc21,1.9,9,-0.7,23,-11,-12,15,-4,0
Cc1nnc(SCc2ccccc2Cl)n1CC1CCCO1 (stereo unspecified),0.2,-4,0.6,1,-8,5,2,-3,-1
COC(=O)[C@]1(C)CCC[C@@]2(C)C3CC[C@@]4(C)C[C@]3(CCC21)CC(=O)N4 (stereo partly specified),0.4,17,0.5,18,-9,3,22,1,-2
Cc1cccc(OCC(=O)NCc2cc(C)nc3ccccc23)c1,8.4,16,4.7,-18,-4,-15,1,-3,-9
NS(=O)(=O)c1ccc(CCNC(=O)CSc2ccccc2)cc1,0.1,9,1.1,17,10,-4,-1,-3,4
Cc1onc(-c2ccccc2)c1C(=O)N1CCN(S(=O)(=O)c2ccccc2Br)CC1,0.4,-15,1.0,8,-25,-1,3,-8,2
O=C(COc1ccc(Br)cc1)N1CCNC1=O,0.2,-11,-0.2,0,1,-10,1,-1,9
N#CCC(=O)Nc1ccc(C(=O)NCc2cccc(Cl)c2)cc1,1.2,5,0.3,3,-5,-5,0,-2,-13
Cc1ccc(C(=O)N(CCCN(C)C)c2nc3ccc(Cl)cc3s2)cc1C,5.6,14,6.0,17,-7,-5,19,-1,0
O=C(O)Cc1sc(-c2ccccc2)nc1-c1ccccc1,0.6,23,0.5,-8,-1,-6,13,-1,-12
N#Cc1cc2c(=O)n3ccccc3nc2n(Cc2cccnc2)c1=O,0.6,19,1.3,-35,-5,0,0,-6,-7
CCc1cc(=O)oc2c3c(cc(OCC(=O)Nc4cccnc4)c12)OC(C)(C)CC3,0.9,-13,-0.2,46,-12,-2,3,-1,5
COc1ccc(-c2[nH]ncc2CN(C)Cc2cccnc2)c(OC)c1,0.2,0,-0.1,-15,-11,1,2,-7,-8
CCc1noc(C)c1C(=O)N1CCN(S(=O)(=O)c2ccc(C)cc2)CC1,-0.3,19,0.3,-2,3,-4,0,0,1
CN(Cc1ccccc1Br)C(=O)CN1C(=O)NC2(CCCCCC2)C1=O,0.3,15,1.0,10,-20,-9,8,-4,-13
COc1cccc(/C=C(/C#N)c2nc3ccccc3[nH]2)c1OC(C)C(=O)O (stereo unspecified),2.9,22,0.1,-17,-11,-16,4,-5,-8
COC(=O)n1ccc(C(=O)Nc2ccccc2F)n1,0.3,12,1.4,-8,-8,-6,1,-3,-10
O=C(c1c[nH]c2ccccc12)C(F)(F)F,2.1,7,0.6,15,-4,-6,-2,-3,0
Cc1cc(C(=O)NNC(=O)c2ccccc2O)c(C)o1,0.3,7,0.4,-6,-5,-3,-3,-1,-11
CCOC(=O)c1ccc(-n2c(C)nc3c(cnn3-c3ccccc3Cl)c2=O)cc1,2.2,13,3.8,-28,-22,-8,14,1,-11
COc1ccc(NC(=O)CSc2ccc(-c3ccco3)nn2)cc1OC,2.5,2,5.8,-1,-1,0,1,-1,1
COc1ccc(S(=O)(=O)N2CCC(C(=O)NCC3CCCO3)CC2)cc1OC (stereo unspecified),-0.3,15,1.1,-1,9,-3,4,-6,-4
CCOC(=O)c1c(C)[nH]c(C(=O)Cn2c(=O)c3c(ncn3CC)n(Cc3ccccc3)c2=O)c1C,0.6,22,1.7,-28,-24,-4,11,-5,-4
C=CCN(C(=O)CNC(=O)c1ccco1)C(C(=O)NC1CCCCC1)c1ccc(OC)cc1OC (stereo unspecified),0.7,11,0.4,14,-12,-2,7,-2,-4
C/C(N)=C(/C#N)C(=O)COC(=O)CNS(=O)(=O)c1c(F)cccc1F,0.6,19,0.5,15,-10,-24,7,-2,-14
O=C(COC(=O)c1cc(=O)[nH]c2ccccc12)NCc1ccc(F)cc1,1.1,5,0.3,6,-18,-1,9,-1,-8
CCOc1ncccc1C(=O)Nc1cccc(C(=O)Nc2cccc(S(=O)(=O)CCO)c2)c1,5.0,12,-0.2,39,-14,-8,16,-1,7
CC(=O)c1ccc(S(=O)(=O)N2CCN(C(=O)CN3C(=O)NC4(CCCC4)C3=O)CC2)cc1,0.0,6,0.8,-15,-4,-12,9,-2,7
O=C(NC12CC3CC(CC(C3)C1)C2)c1cnccn1,1.1,7,1.2,-9,1,-7,2,-1,-10
O=c1c2cc(-c3ccccc3)sc2nc2n1N=C(c1cccs1)CS2,0.5,9,-0.9,-11,-8,-10,1,-2,1
NNC(=S)NCc1ccc2c(c1)OCO2,0.4,21,0.1,0,-4,-5,0,-10,-9
CC(C)CC(=O)NC(=S)Nc1ccc(S(=O)(=O)N2CCN(C)CC2)cc1,-0.2,-5,-0.5,-2,-11,1,3,-3,9
COc1cc2nc(CN(CCC(C)C)Cc3nc4cc(OC)c(OC)cc4c(=O)[nH]3)[nH]c(=O)c2cc1OC,0.0,9,0.3,-12,-7,-12,21,-1,-7
CC(=O)CC1c2cc(F)ccc2C=C(c2ccsc2)N1c1ccc(C#CC2(O)CCCCC2)cc1 (stereo unspecified),1.5,35,x,-5,x,x,0,x,-23

# Complete entries from above. Order of screens: M1 ag parental | CHO-K1 Ca PAM | V1R ag counter | TAAR1 antagonist | CHO parental Ca | OXTR potentiator | TAAR1 ag | CHRM1 agonist | CHO-K1 Ca antag
# Profile of `COc1ccc2nc(NC(=O)CN3C(=O)NC4(CCCCC4)C3=O)sc2c1` : 1.6 | 13 | 0.8 | -12 | -6 | -3 | 1 | 3 | 1
# Profile of `NNC(=S)NCc1ccc2c(c1)OCO2` : 0.4 | 21 | 0.1 | 0 | -4 | -5 | 0 | -10 | -9

# Further compounds follow.
SMILES,M1 ag parental,CHO-K1 Ca PAM,V1R ag counter,TAAR1 antagonist,CHO parental Ca,OXTR potentiator,TAAR1 ag,CHRM1 agonist,CHO-K1 Ca antag
O=C(/C=C/c1ccc(O)c(O)c1)O[C@@H]1C[C@](O)(C(=O)O)C[C@@H](O)[C@H]1O,0.3&0.4,6&1,0.6&1.1,-8&0,-2&-1,-9&0,3&1,0&-3,0&0
COc1ccc(OCC(O)CNC(=O)c2sccc2Cl)cc1 (stereo unspecified),0.7,-9,-1.2,-20,1,-2,0,-1,1
COc1ccc(C(=O)O)cc1NC(=S)NC(=O)/C=C/c1ccc(C(C)C)cc1,0.2,13,-0.9,40,2,-11,0,-2,2
COC(=O)Cn1c(=NC(=O)c2nc3ccccc3s2)sc2cc(S(C)(=O)=O)ccc21,x,x,-0.4,-3,5,2,2,x,x
COc1ccccc1CCC(=O)NNC(=O)c1ccccc1,-0.1,14,0.1,-22,-5,7,1,-2,-7
CC(=O)Nc1ccc(C(=O)Nc2cc(C(F)(F)F)ccc2-n2cnc3ccccc32)cc1,2.2,9,-0.1,24,0,-6,5,-6,1
CN(Cc1ccccc1)Cc1nc2c(c(=O)n(C)c(=O)n2C)n1Cc1ccc(Cl)cc1,0.4,11,-0.3,-8,-27,-2,24,-5,-3
Cc1cccc(C(=O)OC(C)C(=O)NC2CCCc3ccccc32)c1O (stereo unspecified),-0.1,0,-0.9,-21,-8,-6,-1,2,-3
O=C(/C=C/c1ccccc1)Nc1cc(NC(=O)/C=C/c2ccccc2)cc(C(=O)O)c1,0.1,18,x,-35,x,x,0,-5,-4
Cc1cc(CN(C)C(=O)CC2C(=O)NCCN2Cc2c(F)cccc2Cl)on1 (stereo unspecified),x,x,0.1,-2,-1,-3,1,x,x
O=C(CSCc1ccc(Cl)cc1)Nc1ccc(S(=O)(=O)N2CCOCC2)cc1,3.7,17,5.8,15,-8,-8,11,-4,-10
O=C(Nc1nnc(C2CCCC2)s1)C1CCC1,1.6,15,-0.4,-6,-22,-13,15,-2,-6
COc1ccc(-n2c(SCC(=O)Nc3nccs3)nnc2-c2ccc(Cl)cc2)cc1,-0.3,1,x,-24,x,x,-2,-1,-4
O=C(c1ccccc1Cl)N1CCC(O)(c2cccnc2)CC1,0.1,-7,0.0,10,3,-5,6,-7,9
Cc1cccc2cc(CN(CCCN3CCOCC3)Cc3nnnn3C(C)(C)C)c(=O)[nH]c12,2.2,5,0.4,-5,-13,7,4,-11,-8
CSc1ccc(/C=C/c2cc(=O)c3ccccc3[nH]2)cc1,8.5,-2,8.0,10,-25,-8,5,-4,4
Cc1cc(C(=O)N/N=C/c2ccccn2)c2ccccc2n1,0.7,8,0.4,-4,0,-10,1,-6,-12
COc1ccc(CNC(=O)CN(C(=O)CCC(=O)Nc2ccccn2)c2cccc(C)c2C)cc1,2.9,24,4.5,17,-12,-10,8,-2,-12
Cc1nc2ccc(NC(=O)Cc3ccc4c(c3)OCCO4)cc2s1,1.9,14,1.0,15,-18,-2,1,-2,2
CC(=O)CC1(O)C(=O)N(CN2CCN(c3ccccc3)CC2)c2ccccc21 (stereo unspecified),0.1,5,0.8,-2,-10,-1,11,-4,-9
O=C(c1ccc2snnc2c1)N1CCCCC1,0.8,17,2.1,9,-5,3,3,-4,-6
CCCNC(=O)c1ccc(N2CCC3(CC2)CC(c2ccccc2)=NO3)c(NC(=O)Cc2ccc(F)cc2)c1,-0.6,14,-0.3,21,-22,-10,5,-4,-15
CC1=NN(C(=O)COc2ccccc2)C(O)(c2ccccc2)C1 (stereo unspecified),-0.6,-5,-1.1,-24,-3,-1,6,-8,8
Cc1ccc(Cn2ccc(NC(=O)c3cc(CC(C)C)on3)n2)cc1,0.4,17,0.5,-30,-1,-2,-2,-7,-12
COC1=C(Nc2ccc(OC)cc2)C(=O)c2ccccc2C1=O,0.8,13,-0.4,-2,-2,-15,0,-10,-6
